Source: PubChem BioAssay
HSF1 inhib: HSF1 inhibitors in luciferase reporter cells, primary screen, cell-based, NIH3T3, luminescence. NIH3T3-HGL HSE-luciferase, MG132-induced, luminescence 8 h; hits give low values. activity change, negative = inhibition, % at 7.5 µM (by protocol). 0.77% of 300,000 active. AID 2098, 2009;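 active = more than half of replicate wells show activity change below -50%, luminescence cut by over half; inconclusive = some wells, but at most half, below -50%; inactive = no replicate well below -50%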;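 also: luciferase reports HSF-1 transcriptional activity via heat shock element; 0% = median of DMSO wells and -100% = zero luminescence signal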
HSP90 inh: HSP90 inhibitors, primary screen, cell lysate, luminescence; AID 1789, 2009; 0.91% of 290,000 active; inhibition, % at 5.6 µM; Heat shock protein HSP 90 (rabbit reticulocyte lysate; luciferase refolding); Rabbit reticulocyte lysate, luciferase refolding luminescence, 3 h;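 active = inhibition above the screen-wide mean plus 3 SD, computed separately per campaign, cut at about 16% in these data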;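 also: 0% = DMSO wells and 100% = 60 µM geldanamycin wells; inhibitors lower the luminescence because luciferase stays unfolded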
DYRK1A inh: rat Dyrk1A kinase inhibitors, primary screen, biochemical, single point, plate reader; ADP-Glo luminescence, NFATc1 peptide; inhibition, % at 12.5 µM; 0.43% of 310,000 active; in the data active = inhibition above about 50%;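 also: plate controls were vehicle with enzyme for no effect and no enzyme for full effect; many of its hits are not listed in these tables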
aSyn 5UTR inh: MLPCN primary screen, SNCA 5' untranslated region | alpha-synuclein 5'UTR reporter, inhibitor activity | inhibition, % (tested at 7.5 µM) | 0.82% of 300,000 active; in the data active = inhibition above about 60%; inconclusive = no clear call, values can overlap the other calls;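 also: H4 neuroglioblastoma cells stably carrying SNCA 5'UTR luciferase fusion; 0% = DMSO wells and 100% = positive control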
Platelet DG rel: inhibitors of platelet dense granule secretion, primary screen, cell-based, MLPCN, human platelets. 0.22% of 300,000 active. inhibition, %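 (compounds screened at 7.5 µM in platelet-rich plasma)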. human platelet-rich plasma, SFLLRN dense granule ATP release, luminescence;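 active = mean replicate score, as percent of positive control, at or above 50; inconclusive = mean below 50 but at least one replicate at or above 50; inactive = mean and every replicate below 50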
GSK3B inh: human GSK3beta kinase inhibitors, primary screen, biochemical, cell-free homogeneous, HTS; Glycogen synthase kinase-3 beta (Homo sapiens), P49841; GST-GSK3beta kinase, ADP-Glo luminescence, 60 min; hits give low values; activity score (negative = inhibition), % at 10 µM; 0.038% of 300,000 active; AID 2097, 2009;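 active = more than half of replicate wells score below -50%, meaning over 50% inhibition versus plate controls; inconclusive = some replicates but at most half score below -50%; inactive = no replicate scores below -50%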;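 also: 0% = median DMSO wells and -100% = median GW8510 positive control wells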
Target sequence (P49841 whole entry, looked up): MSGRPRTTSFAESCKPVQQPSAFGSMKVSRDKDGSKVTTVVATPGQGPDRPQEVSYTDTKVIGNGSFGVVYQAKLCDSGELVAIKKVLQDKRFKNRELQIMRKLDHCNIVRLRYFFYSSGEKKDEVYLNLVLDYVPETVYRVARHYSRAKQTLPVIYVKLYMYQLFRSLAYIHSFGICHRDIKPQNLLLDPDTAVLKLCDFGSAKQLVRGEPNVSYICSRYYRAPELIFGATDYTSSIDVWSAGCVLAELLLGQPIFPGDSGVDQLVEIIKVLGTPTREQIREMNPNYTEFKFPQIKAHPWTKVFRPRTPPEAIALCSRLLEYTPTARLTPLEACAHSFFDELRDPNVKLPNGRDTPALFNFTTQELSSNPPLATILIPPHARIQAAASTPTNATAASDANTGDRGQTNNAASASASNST
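test system = GST-tagged human GSK3beta kinase, cell-free | reagent = 25 µM ATP with peptide substrate | dosing = one dose of 10 µM per compound | schedule = 60 min reaction, RT | detection = luminescent ADP-Glo measurement of ADP formed | control set = DMSO neutral wells and GW8510 at 20 µM as positive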
KLF5 inh: KLF5 expression inhibitors, primary screen, DLD-1 cells, luminescence | DLD-1 KLF5 promoter-luciferase reporter | inhibition, % at 5 µM | 0.23% of 290,000 active | AID 1700, 2009;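 active = inhibition above a per-plate limit of that plate's mean compound inhibition plus 3 SD, cut at about 60% in these data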;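 also: 0% = DMSO wells and 100% = LY294002 at 200 µM; higher means less KLF5 promoter-driven luciferase light; inactives centre near -14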
GSK3 alpha inh: blockers of GSK3A enzyme activity – biochemical, luminescence, cell-free homogeneous, HTS, primary screen | Glycogen synthase kinase-3 alpha (Homo sapiens), P49840 | GSK-3 alpha kinase, ADP-Glo luminescence, 60 min | inhibition, % at 10 µM | 0.1% of 320,000 active | AID 2650, 2010;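 in the data active = inhibition above about 50%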;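 also: GST-tagged GSK-3 alpha with peptide substrate and 25 µM ATP; 0% = DMSO neutral wells and 100% = GW8510 positive control wells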
Target sequence (P49840 whole entry, looked up): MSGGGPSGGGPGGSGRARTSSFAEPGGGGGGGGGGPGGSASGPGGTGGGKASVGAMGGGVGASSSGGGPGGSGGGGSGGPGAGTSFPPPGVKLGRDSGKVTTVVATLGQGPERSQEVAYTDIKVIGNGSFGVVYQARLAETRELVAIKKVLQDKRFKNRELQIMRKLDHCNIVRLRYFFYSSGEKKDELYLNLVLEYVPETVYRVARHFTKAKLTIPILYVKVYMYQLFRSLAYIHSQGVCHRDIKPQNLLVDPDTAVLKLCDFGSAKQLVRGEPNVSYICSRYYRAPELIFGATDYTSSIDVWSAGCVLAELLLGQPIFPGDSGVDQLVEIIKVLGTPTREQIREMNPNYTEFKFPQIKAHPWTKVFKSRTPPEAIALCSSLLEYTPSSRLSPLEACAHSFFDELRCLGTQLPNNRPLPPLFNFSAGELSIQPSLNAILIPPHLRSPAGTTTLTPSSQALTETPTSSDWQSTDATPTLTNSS
HSF-1 act: HSF-1 activators, primary screen, NIH3T3-HGL cells, MG132 stress, luminescence, single point. NIH3T3-HGL HSF-1 luciferase reporter, 8 h; 100% = twice DMSO control signal. AID 504408, 2011. activation, % at 9 µM. 1.7% of 300,000 active;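 active = mean replicate activation of at least 50% with a set share of replicates each reaching 50%; inconclusive = only one of those two conditions met; inactive = mean below 50% and too few replicates reaching it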;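 also: 0% = median of the neutral control wells and 100% = twice that signal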
IEC-6 cytotox: cytotoxicity in IEC-6 intestinal epithelial cells, primary screen, cytotoxicity control for KLF5 inhibitor project, cell-based, luminescence. inhibition, % at 5 µM. IEC-6 cytotoxicity, luminescence viability. 0.78% of 290,000 active; in the data active = inhibition above about 22%;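 also: 0% = plate median of test compound wells and 100% = cytotoxic reference compound wells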
The depositor's hits bear a star; ? = inconclusive; . = no result given. The list is partial; the hit share may differ from the screen's.

nr	canonical_smiles	Platelet DG rel	HSF1 inhib	HSP90 inh	GSK3 alpha inh	aSyn 5UTR inh	HSF-1 act	KLF5 inh	DYRK1A inh	IEC-6 cytotox	GSK3B inh
1	O=S(=O)(Nc1ccc(-n2cnnn2)cc1)c1ccc(F)c(F)c1F	-13	-3	1	-4	4	-3	-20	-9	2	3
2	CS(=O)(=O)N(CC(=O)N1CCOCC1)c1ccc2c3c(cccc13)CC2	-1	-5	-1	2	-1	12	-32	16	-2	5
3	O=C(C1=C(O)C(=O)N(CCN2CCOCC2)C1c1ccco1)c1cc2ccccc2o1 (centres undefined)	8	7	4	0	1	11	-18	.	-1	0
4	COc1cc(C(C(=O)NC(C)(C)C)N(C(=O)CNC(=O)c2cccs2)c2ccccc2)cc(OC)c1OC (centres undefined)	2	-5	3	3	-2	-3	-36	6	-4	5
5	COc1ccc(-c2nc3cc(C)ccn3c2NCc2ccc3c(c2)OCO3)cc1	2	21	1	0	-112	55*	-100	-5	-3	3
6	Cc1cnccc1CN(C)C(=O)C1CCC(=O)N(Cc2ccccc2F)C1 (centres undefined)	-2	-2	2	1	3	3	6	-6	-14	1
7	O=C(Cc1ccc(O)cc1)NCCNC(=S)NCc1ccccc1	-3	3	-1	0	5	-15	13	-1	3	-4
8	CCOc1ncccc1C(=O)NCCc1c[nH]c2ccccc12	-6	51	-2	-1	33	89*	-14	-1	-7	1
9	C=CCOc1ccc(-c2nc3c(c(=O)[nH]c(=O)n3Cc3ccccc3)n2CCCOC)cc1	-2	19	1	-1	33	63*	-10	-2	-5	-5
10	CC(C)CCNc1c(-c2cccs2)nc2ccccn12	7	20	0	-1	-51	22	-15	2	0	-1
11	CCOC(=O)c1c(C(=O)OCC)c(C)n(CCc2ccccc2)c1C	-6	-8	2	-3	-1	-3	-2	-4	-4	-1
12	CN1CCN(C(=O)/C(=C/c2ccccc2F)NC(=O)c2ccccc2)CC1	-5	-1	-1	-1	35	3	-15	7	-4	0
13	COc1ccc(-c2c(S(=O)(=O)c3ccccc3)cnn2-c2ccccc2)cc1	-5	-2	2	.	11	-3	-15	2	3	1
14	Cc1cc(C)c(NC(=O)CNC(=O)COC(=O)C2CCN(c3ccc(C(F)(F)F)cn3)CC2)c(C)c1	2	2	-6	2	4	2	-6	.	-1	2
15	CC1(C(=O)OCC(=O)NCCNC(=O)COC(=O)C2(C)CC2(Cl)Cl)CC1(Cl)Cl (centres undefined)	16	1	-2	0	-4	-8	-16	.	-2	-6
16	Cc1ccc2c(c1)/C(=N/N1C(=O)c3ccccc3C1=O)C(=O)N2	0	-2	4	1	-51	-4	10	-3	-7	-2
17	CCOC(=O)C1CCN(C(=O)CCCN2C(=O)c3ccccc3C2=O)CC1	-1	-5	5	-6	-8	23	22	-1	-1	4
18	O=C1CC[C@H](OCc2ccccc2)CCN1[C@H](CSc1ccccc1)Cc1ccccc1	-12	11	27*	1	-10	-9	-2	-2	-4	-2
19	CC1(C)Cc2nc(Cl)c(C(=O)O)cc2CO1	-3	8	1	-3	-9	17	-30	-7	2	0
20	COc1ccc(-c2nn(-c3ccccc3)cc2C(=O)N(C)C)cc1	-3	-3	0	1	8	9	-4	-7	-1	0

The last 2 compounds of the section before lead into the next.
nr	canonical_smiles	Platelet DG rel	HSF1 inhib	HSP90 inh	GSK3 alpha inh	aSyn 5UTR inh	HSF-1 act	KLF5 inh	DYRK1A inh	IEC-6 cytotox	GSK3B inh
19	CC1(C)Cc2nc(Cl)c(C(=O)O)cc2CO1	-3	8	1	-3	-9	17	-30	-7	2	0
20	COc1ccc(-c2nn(-c3ccccc3)cc2C(=O)N(C)C)cc1	-3	-3	0	1	8	9	-4	-7	-1	0
21	CCCCn1c(N)c(N(Cc2ccccc2OC)C(=O)C(C)C)c(=O)[nH]c1=O	-6	-5	-1	-3	5	-4	5	-3	6	0
22	O=C(COc1ccc(Br)cc1Br)NC1CCS(=O)(=O)C1 (centres undefined)	3	2	.	-4	-8	-1	.	2	.	3
23	Cc1cc(Cl)ccc1OCC(=O)Nc1ccncc1	-1	-59*	-8	4	-81	-69	-36	-4	1	-3
24	CCCc1cc(=O)oc2c(CNc3ccc(OCC)cc3)c(O)ccc12	-2	-38	-3	-1	-19	-46	-10	.	-3	1
25	COc1ccc(CNC(=O)C(=O)NCCC2CCCCN2S(=O)(=O)c2ccccc2)cc1 (centres undefined)	12	7	.	.	22	3	.	-7	.	2
26	Cc1ccc(-c2cc(C(=O)Nc3ccc(S(=O)(=O)Nc4ncccn4)cc3)c3ccccc3n2)cc1	-2	8	-3	1	-18	5	-26	1	1	0
27	COc1ccc(C(=O)c2c[nH]c(C(=O)NCc3cccnc3)c2)cc1	1	3	-1	-1	-1	3	-9	4	0	1
28	CCNC(=O)C(=O)NCC1OCCCN1S(=O)(=O)c1cccs1 (centres undefined)	18	-1	-4	-1	11	-10	7	-1	-4	-5
29	Cc1oc2c(c1C(=O)NC(Cc1c[nH]c3ccccc13)C(=O)O)CCCC2 (centres undefined)	-10	8	0	-1	-10	6	-17	5	-4	-10
30	COc1ccc(OCC(=O)N2CCN(C(=O)COc3ccccc3)CC2)cc1	.	-1	-1	7	-5	-12	-12	6	3	-3
31	N#C/C(=C\c1ccc(-c2ccc(F)cc2)o1)C(=O)Nc1nc(-c2cccs2)cs1	0	-4	4	-2	-30	-14	4	1	-7	1
32	COc1ccccc1C(=O)Nc1onc(C)c1C#N	3	-5	2	-2	-11	-6	-28	16	-2	-2
33	CSc1ncccc1C(=O)Nc1cccc(C)n1	-7	1	0	-2	-10	7	-25	.	0	-1
34	COC(=O)c1ccc(Cl)c(NC(=O)CSc2ncn[nH]2)c1	1	1	-2	-1	7	0	5	-2	-3	0
35	CCOC(=O)c1ccc(Cl)c(NC(=O)c2cccnc2)c1	-14	?	-2	0	13	-95	-48	.	-2	-2
36	COc1ccc(S(=O)(=O)N2CCOC2CNC(=O)C(=O)NCCCN(C)C)cc1C (centres undefined)	-21	-10	-4	-5	15	-16	-3	-9	-2	0
37	Cc1cc(N2CCN(c3cccc(C)c3C)CC2)nc(-c2ccccc2)n1	-13	2	2	1	-1	12	-22	-4	-2	6
38	CCOCCCNC(=O)c1ccc2c(c1)N=C(CC)c1cc(Br)ccc1S2	2	-21	0	-4	88*	-34	74*	-5	93*	0
39	Cc1nc2ccccc2n1CCN1CCOCC1	-4	-2	-2	-2	-13	3	-16	5	1	0
40	COc1ccc(/C=C/C(=O)NCC(=O)N/N=C(/C)c2ccc(Cl)cc2)cc1	-7	-4	-1	-1	0	6	-13	2	-3	-4

(listing goes on)
nr	canonical_smiles	Platelet DG rel	HSF1 inhib	HSP90 inh	GSK3 alpha inh	aSyn 5UTR inh	HSF-1 act	KLF5 inh	DYRK1A inh	IEC-6 cytotox	GSK3B inh
41	Cc1ccc(N(CC(O)CN2C(=O)NC(C)(C)C2=O)S(=O)(=O)c2ccc([N+](=O)[O-])cc2)cc1 (centres undefined)	-9	0	1	4	8	-11	5	-4	-4	-3
42	COc1ccc(C2/C=C\CN(C(=O)OCc3ccccc3)CC(=O)N2Cc2ccc(F)cc2)cc1 (centres undefined)	-4	12	.	-2	30	.	.	2	.	7
43	COc1cccc(C(=O)OCCNC(=O)c2cccnc2)c1	-5	0	-1	4	6	-9	15	-1	2	-1
44	COc1ccc(C(C(=O)NC2CCCCC2)N(C(=O)CCCC(=O)Nc2ccccn2)c2ccc3c(c2)OCCO3)cc1 (centres undefined)	6	-3	0	4	16	-11	-26	.	-5	-3
45	Cc1nnc2n(C3CCCCC3)c(=O)c3c4c(sc3n12)COC(C)(C)C4	-5	-6	2	.	5	7	4	8	0	0
46	O=C(CCCN1C(=O)c2cccc3cccc(c23)C1=O)Nc1nccs1	1	-2	0	-2	11	-1	-25	7	-3	-3
47	COc1ccc(Cl)c2sc(N(Cc3cccnc3)C(C)=O)nc12	-6	9	-3	-1	6	15	-23	3	-1	2
48	CCn1c(C)c(C)c2cc(C(=O)N3CCN(c4cccc(C)c4C)CC3)ccc21	-22	1	12	-2	15	2	-8	.	-1	-1
49	CCN(C(=O)C1CCN(S(=O)(=O)c2ccc3c(c2)oc(=O)n3C)CC1)c1cccc(C)c1	26	-2	1	-3	29	0	-16	4	3	-1
50	COc1ccc(-c2nsc3c(N4CCCC4)ncnc23)cc1	11	-55*	29*	-3	70*	-51	-127	2	2	5
51	CC(C)c1ccc(/C=C/C(=O)Nc2nn[nH]n2)cc1	-7	-5	-1	-2	-14	5	-22	.	-4	-1
52	Cc1cc(N/N=C/c2ccccc2Br)nc2ccccc12	8	-8	4	0	-196	-18	-12	3	9	2
53	S=c1[nH]ncn1-c1ccccn1	-2	-14	1	-3	28	-20	-18	4	-7	-1
54	Cc1ccc(CNC(=O)c2ccc(CN3CCOCC3)cc2)cc1	-4	-2	-2	-2	-14	37	-3	1	-4	1
55	C=CCn1c(SCc2ccccc2)nnc1-c1cccnc1	-10	-3	-4	-2	-5	-6	-2	1	-1	-2

Seven entries out of the list, ordered by heavy-atom count, highest first:
nr	canonical_smiles	Platelet DG rel	HSF1 inhib	HSP90 inh	GSK3 alpha inh	aSyn 5UTR inh	HSF-1 act	KLF5 inh	DYRK1A inh	IEC-6 cytotox	GSK3B inh
44	COc1ccc(C(C(=O)NC2CCCCC2)N(C(=O)CCCC(=O)Nc2ccccn2)c2ccc3c(c2)OCCO3)cc1 (centres undefined)	6	-3	0	4	16	-11	-26	.	-5	-3
9	C=CCOc1ccc(-c2nc3c(c(=O)[nH]c(=O)n3Cc3ccccc3)n2CCCOC)cc1	-2	19	1	-1	33	63*	-10	-2	-5	-5
25	COc1ccc(CNC(=O)C(=O)NCCC2CCCCN2S(=O)(=O)c2ccccc2)cc1 (centres undefined)	12	7	.	.	22	3	.	-7	.	2
13	COc1ccc(-c2c(S(=O)(=O)c3ccccc3)cnn2-c2ccccc2)cc1	-5	-2	2	.	11	-3	-15	2	3	1
50	COc1ccc(-c2nsc3c(N4CCCC4)ncnc23)cc1	11	-55*	29*	-3	70*	-51	-127	2	2	5
52	Cc1cc(N/N=C/c2ccccc2Br)nc2ccccc12	8	-8	4	0	-196	-18	-12	3	9	2
22	O=C(COc1ccc(Br)cc1Br)NC1CCS(=O)(=O)C1 (centres undefined)	3	2	.	-4	-8	-1	.	2	.	3
